Bioassay records deposited in PubChem by National Center for Advancing Translational Sciences (NCATS).
BRCA1 expr act = increases BRCA1 expression; hit rate 1.1% among 380,000; Potency, µM (doses to about 46.1 µM), without a hit: top-dose activation, actives largely listed as activators; AID 624202; MCF7-BRCA1-FFLuc reporter, luminescence, 48 h; response scale: scaled: vehicle 0%, 10 µM genistein 100%; note: potency is the fitted concentration of half-maximal effect; nearly all actives have a fitted effect of over 80% in size; some results filed as inactive show a strong effect at the top dose
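Using MCF7 cells harboring a BRCA1 firefly luciferase reporter, plated 2 h before compound pinning, the screen measured luminescence after 48 h incubation. Responses were normalized to DMSO and 10 microM genistein, then fitted for concentration-effect.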
PTAP TSG101 blk = blocks PTAP/TSG101 interaction to inhibit HIV-1 budding; Potency, µM (highest dose often 115 µM), for inactives: at the top dose activity change, negative = inhibition, actives largely listed as inhibitors; Fluorescence polarization, FITC-PTAP peptide / Tsg101 binding; AID 493005; 340,000 tested, under 10 active; Q99816; active = well fitted inhibition curve with a large enough effect in the main read-out, with a control signal flat, not every such curve was filed as active; inconclusive = small, poorly fitted or top-dose-only effect, or effect the other way, or a change in a side signal; inactive = no such curve, though single readings can be large or run the other way; note: potency is the fitted concentration of half-maximal effect; % of control where 0% means no effect
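Fluorescence polarization binding of Tsg101 binding domain (10 uM final) to FITC-labeled PTAP peptide (50 nM final) in HEPES pH 7.5 buffer with NaCl, Tween 20, EDTA, TCEP. Compounds added before peptide; binding 20 min at RT.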
ELG1 genotox = genotoxicity induction in ELG1-luciferase HEK293T cells | HEK293T ELG1-luciferase reporter, luminescence, 16 h | Potency, µM (doses to about 46 µM), without a hit: at the highest dose activity change, positive = activation, hits mostly activators | hit rate 1.3% among 330,000; note: potency is the fitted concentration of half-maximal effect; % of control where 0% means no effect; nearly all actives have a fitted effect of over 60% in size
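Screening used a luciferase reporter fused to human ELG1 in HEK293T cells. Luminescence was read on a CCD plate imager after 16 hr exposure and 30 min ONE-Glo incubation.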
Eya2 inh = inhibitors of human Eya2 phosphatase activity. O00167. recombinant Eya2, OMFP fluorescence dephosphorylation (OMFP is methylfluorescein phosphate). Potency, µM (highest dose often 76.9 µM), for inactives: at the top dose activity, negative = inhibition, hits mostly inhibitors. hit rate 0.006% among 330,000. AID 488837; note: potency is the fitted concentration of half-maximal effect; % is set by controls: 0 for no effect and ±100 for the full control effect
Target sequence (O00167 whole entry, looked up): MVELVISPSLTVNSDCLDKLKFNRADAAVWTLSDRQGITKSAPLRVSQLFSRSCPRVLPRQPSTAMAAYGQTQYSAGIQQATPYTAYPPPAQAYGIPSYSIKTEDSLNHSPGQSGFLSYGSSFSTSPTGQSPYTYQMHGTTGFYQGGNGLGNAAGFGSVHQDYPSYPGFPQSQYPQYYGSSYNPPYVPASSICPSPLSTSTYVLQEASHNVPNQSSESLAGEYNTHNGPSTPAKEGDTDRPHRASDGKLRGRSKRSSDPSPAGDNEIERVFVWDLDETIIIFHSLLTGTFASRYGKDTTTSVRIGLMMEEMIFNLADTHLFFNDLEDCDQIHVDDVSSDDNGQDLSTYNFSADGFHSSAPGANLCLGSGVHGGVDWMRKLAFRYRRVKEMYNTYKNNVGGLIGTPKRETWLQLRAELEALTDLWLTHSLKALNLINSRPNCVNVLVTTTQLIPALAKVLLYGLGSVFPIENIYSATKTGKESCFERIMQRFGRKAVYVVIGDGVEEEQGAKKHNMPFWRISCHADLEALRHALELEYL
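Eya2 protein (added as 0.2 uM solution) was preincubated with compound for 10 min at ambient temperature in 50 mM HEPES pH 7.5, 50 mM NaCl, 5 uM MgCl2, 0.05% BSA, 1 mM DTT. OMFP (added at 50 uM) then reacted 10 min; fluorescence read at 485/525 nm.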
TRPV1 ag = activates the human vanilloid receptor TRPV1 | Q8NER1 | TRPV1-expressing cells, Fluo-8 calcium influx, agonist mode | activation, % at 8.33 µM | hit rate 0.19% among 320,000 | AID 540275; in the data active = activation above about 80%; inconclusive = between about 30% and that limit; note: 0% is about no effect
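TRPV1-expressing cells were cultured overnight at 35.5C and loaded with Fluo-8 calcium dye for 40 to 90 min at room temperature. After a 10 s baseline, compound was added and calcium influx was read kinetically for 3 min (ex 480/em 520 nm).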
Integrin act MD = integrin-mediated muscular dystrophy alleviation activation; Potency, µM (series often up to 38.3 µM), for inactives: top-dose activation, hits mostly activators; hit rate 0.064% among 350,000; AID 624291; alpha7betagal myoblasts, beta-gal FDG fluorescence, 48 h;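 note: potency is the fitted concentration of half-maximal effect; 100% = response of the positive control SU9516; nearly all actives have a fitted effect of over 60% in size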
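alpha7betagal+/- myoblasts (passage 13, 250/well) treated 48 h at 37C with compounds at 1:260 dilution of DMSO stock. Lysed, then beta-galactosidase activity read as FDG fluorescence (ex 480/em 540) after 30 min, with pre-read for autofluorescence.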
USP2a inh = USP2a (human) protease inhibition; O75604; USP2 core, Ub-CHOP2 coupled fluorogenic reporter, 485/531; Potency, µM (titrated, usually from 38.3 µM), for the others: top-dose activity change, negative = inhibition, most hits filed as inhibitors; hit rate 0.01% among 330,000; AID 463254;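 note: potency is the fitted concentration of half-maximal effect; plate controls were DMSO wells for no effect and full inhibition by NEM control for full effect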
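USP2 core (10nM final) preincubated 30min RT with compound in 20mM Tris-HCl pH 8.0, 2mM CaCl2, 2mM beta-mercaptoethanol, 0.05% CHAPS; 25nM Ub-CHOP2 plus 25nM reporter substrate added, fluorescence (Ex485/Em531) read after 60min.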
B2AR arrestin = agonists driving beta-arrestin recruitment to human beta2-adrenergic receptor | P07550 | hit rate 0.02% among 330,000 | beta-arrestin recruitment to beta2AR, cell-based reporter | Potency, µM (top dose mostly 46.1 µM), inactives show top-dose activation, hits mostly activators;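 note: potency is the fitted concentration of half-maximal effect; 0% = DMSO controls and full agonism = EC100 isoproterenol or metaproterenol; nearly all actives have a fitted effect of over 65% in size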
p53 reactivation = restores transcriptional activity of mutant p53; hit rate 0.063% among 320,000; Potency, µM (series often up to 92.2 µM), without a hit: at the top dose activity change, positive = activation, most hits filed as activators; AID 504706; H1299 p53-A138V BP100-luciferase reporter, luminescence, 24 h; note: potency is the fitted concentration of half-maximal effect; % of control where 0% means no effect; nearly all actives have a fitted effect of over 45% in size
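p53-null H1299 cells stably carrying temperature-sensitive p53-A138V and a BP100-luciferase reporter were pinned with compounds (4-point, 1:5 series) and held 24 hrs at 37 deg C. Luminescence was read 10 min after detection reagent.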
uPA surface inh = inhibitors of cell surface uPA generation | cell surface uPA generation assay, qHTS | Potency, µM (doses to about 38.3 µM), for the others: at the highest dose activity change, negative = inhibition, actives largely listed as inhibitors | hit rate 0.31% among 330,000 | AID 540303; active = well fitted inhibition curve with a large enough effect; inconclusive = small, poorly fitted or top-dose-only effect; inactive = no such curve, though single readings can be large or run the other way; tested in mouse RAW 264.7 cells; note: potency is the fitted concentration of half-maximal effect; % is set by controls: 0 for no effect and ±100 for the full control effect; nearly all actives have a fitted effect of over 55% in size
ASM inhibitor = human S-ASM enzyme inhibition | placental ASM, HMU-PC fluorogenic substrate, 60 min | P17405 | Potency, µM (doses to about 57.5 µM), for inactives: at the top dose activity change, negative = inhibition, usual class: inhibitors | hit rate 0.006% among 340,000; note: potency is the fitted concentration of half-maximal effect
Target sequence (P17405 47-631 limits assumed): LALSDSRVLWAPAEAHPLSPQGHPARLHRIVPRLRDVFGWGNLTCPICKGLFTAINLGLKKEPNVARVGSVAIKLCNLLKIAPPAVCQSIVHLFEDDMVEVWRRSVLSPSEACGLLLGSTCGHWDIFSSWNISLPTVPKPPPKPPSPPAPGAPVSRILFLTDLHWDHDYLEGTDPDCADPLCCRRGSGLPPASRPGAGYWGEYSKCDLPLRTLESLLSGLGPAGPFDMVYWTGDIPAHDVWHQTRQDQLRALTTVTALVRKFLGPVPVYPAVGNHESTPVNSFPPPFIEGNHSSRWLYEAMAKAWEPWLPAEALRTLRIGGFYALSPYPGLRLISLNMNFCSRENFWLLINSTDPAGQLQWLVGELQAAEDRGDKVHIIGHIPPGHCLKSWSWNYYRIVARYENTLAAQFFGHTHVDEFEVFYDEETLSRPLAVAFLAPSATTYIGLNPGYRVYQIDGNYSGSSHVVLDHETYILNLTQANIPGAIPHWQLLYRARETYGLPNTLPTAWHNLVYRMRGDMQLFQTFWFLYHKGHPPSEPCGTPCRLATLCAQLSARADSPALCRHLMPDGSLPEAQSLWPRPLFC
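Human placenta-derived ASM preincubated with compound 10 min at room temperature, then reacted with 9 uM (final) fluorogenic HMU-PC substrate for 60 min at 37 C. Stop solution raises pH to 10; fluorescence read at Ex 386/Em 447 nm.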
The depositor's hits bear a star; u = inconclusive; x = no result given; & = joins results of further samples; [ ] = remark or other dose. Unless noted, calls come from the whole dose curve; as a rule, active = well fitted curve in the direction sought with a large enough effect; inconclusive = small, poorly fitted or top-dose-only effect, or another doubt; inactive = no such curve, though single readings can be large; an effect the other way counts as inactive or inconclusive.

smiles | BRCA1 expr act | PTAP TSG101 blk | ELG1 genotox | Eya2 inh | TRPV1 ag | Integrin act MD | USP2a inh | B2AR arrestin | p53 reactivation | uPA surface inh | ASM inhibitor
CC1Cc2nc(SCC(=O)c3ccccc3)n(Cc3ccccc3)c(=O)c2S1 (configuration not stated) | 53.0% | 0.5% | 27.0% | 5.3% | 2.2 | 20.9% | -0.9% | -0.2% | 7.1% | -6.1% | -1.3%
COc1ccc(Cc2nnc(NC(=O)c3ccccc3Cl)s2)cc1OC | -47.5% | -2.1% | 0.2% | -0.5% | 11.0 | -30.8% | -1.2% | -1.5% | x | -12.1% | -1.2%
COC(=O)c1cn(NC(=O)c2cc(OC)cc(OC)c2)c(=O)c2ccccc12 | 9.1% | -1.7% | -1.6% | -3.1% | 1.0 | -14.4% | 0.6% | 0.0% | 0.4% | 3.6% | -7.5%
O=C1N=c2ccc(Br)cc2=C1c1sc(=O)[nH]c1O | x | x | -4.2% | 1.5% | -7.9 | x | 5.0% | 0.3% | 4.2% | x | x
CCOC(=O)c1c(NC(=O)COC(=O)c2cc(OC)c(OC)cc2[N+](=O)[O-])sc(C)c1C | -7.4% | -0.4% | 9.7% | -6.3% | -0.3 | 7.6% | 1.8% | -1.8% | 0.0% | -1.4% | x
Cc1ccc(NC(=O)C2CCCN(S(=O)(=O)c3ccc4[nH]c(=O)ccc4c3)C2)nc1 (configuration not stated) | -12.7% | -6.0% | 0.2% | 5.5% | 0.1 | -1.0% | 1.6% | 0.8% | -9.7% | 1.3% | -2.2%
C1CC1Cc1noc(CN2CCN(C3C4CC5CC(C4)CC3C5)CC2)n1 (configuration not stated) | 10.1% | 1.0% | -0.3% | 2.8% | 11.6 | -6.4% | -0.3% | 0.0% | 0.2% | -5.4% | 3.5%
O=C1c2ccccc2COc2ccc(O)cc21 | 63.7% | -5.4% | 13.4% | -4.6% | -5.8 | -16.8% | 2.5% | 0.2% | 1.8% | -1.1% | -2.8%
COc1ccc(NC(=S)N2CCN(S(C)(=O)=O)CC2)cc1 | 2.6% | -0.1% | 4.9% | -25.6% | 1.8 | 10.3% | -0.6% | 0.0% | -6.1% | 0.3% | -2.9%
O=C(Nc1ccc2c(c1)CCC2)Nc1ccccc1Cl | u | -1.3% | 2.31µM* | -13.0% | u | 4.0% | 1.3% | 0.2% | u | 0.1% | -1.5%
COC1(C2=NCCN2)COc2ccccc2O1 (configuration not stated) | -9.1% | 1.8% | 1.9% | 6.0%&7.4% | 1.2 | x | 1.0% | 0.3% | 0.2% | 23.1% | -1.2%
CCc1sc(C(=O)Nc2cccc(C(C)=O)c2)cc1C | 42.0% | -3.3% | 16.1% | 1.2% | u | 2.2% | 4.7% | -0.6% | 2.0% | -8.5% | -3.8%
Cc1cccc(N2CCc3c2nc2ccc(Br)cc2c3N)c1 | 2.3% | -3.5% | -5.5% | 2.7% | 2.4 | -4.1% | -9.3% | -1.0% | 1.2% | -3.2% | -2.5%
COc1cc(C=C2C(=O)c3ccccc3C2=O)ccc1O | -0.5% | -9.7% | 1.9% | -2.2% | x | 21.1% | 2.9% | 0.2% | 2.1% | 6.4% | -2.1%
COc1cc(C(=O)N/N=C(\C)c2ccccn2)cc(OC)c1OC | -77.0%[inhibitor] | 1.4% | 6.0% | 9.6% | 0.1 | -6.8% | 3.8% | 0.0% | 1.5% | -1.9% | 1.4%
CCOc1ccc(C(=O)N(CC)CC(=O)Nc2ccc3c(c2)OCCO3)cc1OCC | 13.8% | -2.4% | 3.5% | 14.6% | -2.8 | -9.7% | 0.5% | -0.2% | 4.6% | 3.8% | -2.6%
CN(C)C(C(=O)Nc1cc(Cl)cc(Cl)c1)c1ccccc1 (configuration not stated) | -9.9% | -0.6% | -3.7% | 1.7% | 4.6 | 21.5% | 0.2% | 0.0% | 0.6% | -4.4% | 3.5%
COc1ccc(CN2CCN(C(=O)c3ccc(S(=O)(=O)NCc4ccco4)cc3)CC2)cc1 | -27.2% | -2.0% | 0.6% | -32.0% | 0.2 | -19.1% | 1.3% | -0.1% | -2.7% | u | 2.4%
CCCN(CCC)C(=O)CP(=O)(c1ccccc1)c1ccccc1 | 11.8% | -2.3% | -16.1% | -1.4% | 0.3 | -8.9% | 0.8% | -0.5% | 0.6% | x | 5.0%
CC(C)(C)OC(=O)C[C@@H]1C/C=C\C[C@H](CC(=O)N(CCO)Cc2ccccc2)C(=O)N[C@H](C(C)(C)C)COC1=O | -2.0% | -1.3% | -1.9% | -9.5% | x | 0.0% | 0.4% | -0.1% | 4.9% | 8.2% | -6.5%
Cc1c(O[C@@H]2O[C@H](CO)[C@@H](O)[C@H](O)[C@H]2O)c(CO)c(O[C@@H]2O[C@H](CO)[C@@H](O)[C@H](O)[C@H]2O)c2c1O[C@@H](c1ccccc1)C[C@@H]2O | -4.8% | 4.1% | 3.8% | 3.3% | x | -1.6% | 0.4% | -0.1% | -1.1% | -10.2% | 5.4%
CN1C/C(=C/c2ccccc2[N+](=O)[O-])C(=O)/C(=C\c2ccccc2[N+](=O)[O-])C1 | -88.5% | -6.0% | x | x | x | -51.4%[inhibitor] | x | x | x | -4.0% | 5.4%
COc1ccccc1N1C(=O)CSC1=NC(=O)c1ccccc1 | 26.9% | -0.8% | 1.8% | 5.9% | -0.4 | 22.0% | -0.1% | -0.7% | -5.5% | -2.1% | 4.7%
COc1cccc(COCC(O)CN2CCC(C(N)=O)CC2)c1 (configuration not stated) | 0.8% | -0.9% | -2.9% | 2.2% | 0.5 | -32.6% | -1.4% | -0.1% | 11.1% | x | 2.2%
CCOC(=O)c1sc(NC(=O)c2sccc2C)cc1C | 29.2% | -9.3% | 2.59µM* | -5.3% | u | -29.4% | -9.1% | 0.2% | u | -7.4% | -11.7%
CC(C)(C)OC(=O)N[C@@H](COCc1ccccc1)C(=O)N[C@@H](CO)[C@H](O)[C@@H]1C[C@@H]1C(=O)N1CCCC1 | 0.0% | -2.4% | 1.0% | -16.0% | -1.2 | 18.1% | 1.5% | -0.7% | x | 17.1% | 0.4%
CSc1ncccc1C(=O)OCC(=O)c1cc(C)n(CC2CCCO2)c1C (configuration not stated) | u | -2.2% | u | -23.0% | x | 3.5% | -1.0% | 0.1% | 14.4% | -5.2% | -2.7%
CO/N=C(\c1nonc1N)N1CCN(c2ccc([N+](=O)[O-])cc2Cl)CC1 | -35.8% | -6.6% | -0.6% | -3.7% | u | -23.6% | -1.9% | 0.1% | 8.2% | -1.2% | -12.1%
COCCSc1nnc(NC(=O)C2CC(=O)N(CCc3ccc(F)cc3)C2)s1 (configuration not stated) | -6.8% | -4.2% | 0.1% | -4.8% | 3.9 | -14.5% | 0.7% | 0.0% | 5.5% | -0.1% | -0.6%
CCOc1ccc(NC(=O)CN(C)C(=O)C2CCN(C(=O)c3ccc(Cl)cc3)CC2)cc1OCC | 5.0% | -8.2% | -0.2% | -5.6% | -0.5 | 7.7% | 2.0% | 0.5% | -6.6% | -28.4% | 0.6%
CCc1nnc(NC(=O)Cc2ccc(OC)c(OC)c2)s1 | 2.7% | -2.5% | 0.8% | 4.2% | -0.5 | 13.2% | 1.9% | 0.0% | 2.9% | 8.3% | 7.0%
Cc1ccc(N(C(=O)CNC(=O)c2cccs2)C(C(=O)NC2CCCC2)c2ccncc2)cc1 (configuration not stated) | -14.5% | 1.2% | 1.2% | 6.7% | 2.2 | -2.0% | -2.2% | -0.2% | 1.5% | 1.2% | 0.4%
CCN1CCN(Cc2coc3ccc(C)cc3c2=O)CC1 | 64.2% | 0.0% | 28.5% | -35.0% | -3.2 | 4.3%[7.66 µM] | -0.4% | 7.3% | 3.5% | x | 8.9%
Cc1nc2cccc(C(=O)Oc3ccc([N+](=O)[O-])cc3)c2o1 | 0.1% | 0.6% | -4.8% | -24.0% | -2.0 | -18.9% | 0.3% | -0.3% | -3.5% | -3.0% | 1.4%
CCOC(=O)C1=C(C)NC(C)=C(C(=O)OCC)C1/C=C/c1ccccc1OC | -51.3% | -4.4% | -1.7% | -14.4% | 5.9 | 2.1% | -1.8% | -0.9% | -4.0% | -6.6% | 167.9%[activator]
CC1(C)Oc2ccc3ccc(=O)oc3c2-c2cn[nH]c21 | -65.0% | -3.4% | u | 5.4% | x | u | -0.6% | -0.2% | -33.7%[inhibitor] | -18.9% | 2.1%
CCN(CC)c1ccc(N=Nc2ncn[nH]2)cc1 | 56.6% | 9.1% | u | -19.6% | -1.2 | -17.8% | -13.0% | 0.0% | -5.1% | -12.2% | -2.7%
